Compound activity: PubChem BioAssay, several laboratories
NR2E3 ag-1: activates human NR2E3 receptor | AID 602229 | 360,000 tested, 0.35% active | CHO-S Gal4-NCOR/VP16-NR2E3 two-hybrid, luciferase | Q9Y5X4 | inhibition of corepressor binding, % at 3.98 µM;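 active = inhibition above the mean of all tested compounds plus 3 SD, cut at about 70% in these data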;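 note: 0% = DMSO with NR2E3 transfected cells and 100% = cells lacking NR2E3 construct; higher means lower luciferase signal from less NR2E3 corepressor binding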
Target sequence (Q9Y5X4 whole entry, looked up, the tested form may be a part): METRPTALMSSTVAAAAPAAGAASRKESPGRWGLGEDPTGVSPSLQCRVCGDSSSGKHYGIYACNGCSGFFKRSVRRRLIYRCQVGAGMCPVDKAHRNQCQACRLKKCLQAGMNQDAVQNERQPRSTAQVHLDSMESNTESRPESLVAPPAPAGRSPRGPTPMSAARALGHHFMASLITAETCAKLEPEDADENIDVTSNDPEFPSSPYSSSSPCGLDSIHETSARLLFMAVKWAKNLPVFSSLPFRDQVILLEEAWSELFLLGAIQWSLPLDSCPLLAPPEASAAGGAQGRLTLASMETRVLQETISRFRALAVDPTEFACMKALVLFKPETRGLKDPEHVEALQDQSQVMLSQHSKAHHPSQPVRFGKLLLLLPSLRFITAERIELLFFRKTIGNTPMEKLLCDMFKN
CaV13 FRET inh: Disruptors of the CACNA1D IQ motif to Ca2+-dependent inactivation inhibitor domain association, primary screening, Förster resonance energy transfer in intact living …; HEK cells, CFP/YFP FRET ICDI-IQ, plate reader, 10 min; percent FRET-ratio fall versus neutral wells; inhibition, % at 12.3 µM; 340,000 tested, 0.098% active;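 active = mean replicate inhibition of at least 30% and at least 1% of replicates passing that level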;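 note: 0% = median of the neutral control wells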
HIF-2a inh: HIF-2a inhibition. 786-0 RCC cells HIF-2a reporter, luciferase luminescence, overnight. inhibition, % at 18.8 µM. 360,000 tested, 0.72% active. AID 624352;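 active = inhibition of the luminescence signal of 40% or more relative to plate controls, in a single-dose primary screen at 18.75 µM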
NR2E3 ag-2: agonists of human nuclear receptor NR2E3 | Q9Y5X4 | GST-NR2E3/biotin-RetCOR TR-FRET, 1536-well | inhibition of corepressor binding, % at 4.78 µM | 320,000 tested, 0.12% active | AID 2300;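 active = percent inhibition above the cutoff of mean plus 3 SD of all tested compounds, set per screening campaign, cut at about 20% in these data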;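 note: 0% = DMSO wells and 100% = biotin wells as full block of FRET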
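system = GST-tagged NR2E3 plus biotinylated RetCOR corepressor | input = 1.35 nM GST-NR2E3 | also added = 7 nM biotin-RetCOR | schedule = 5 h incubation at 4 °C | measured by = TR-FRET with europium anti-GST and streptavidin-D2, 340 nm excitation | read-out = percent loss of FRET ratio relative to control wells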
PDI inh: inhibitors of human protein disulfide isomerase; P07237; PDI insulin aggregation turbidity, A650, 90 min; inhibition, % at 10 µM; 350,000 tested, 0.052% active;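 active = mean inhibition across replicates of 30% or more, whatever share of single replicates reach that level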;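 note: absorbance from insulin aggregation driven by PDI reduction with DTT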
Target sequence (P07237 whole entry, looked up): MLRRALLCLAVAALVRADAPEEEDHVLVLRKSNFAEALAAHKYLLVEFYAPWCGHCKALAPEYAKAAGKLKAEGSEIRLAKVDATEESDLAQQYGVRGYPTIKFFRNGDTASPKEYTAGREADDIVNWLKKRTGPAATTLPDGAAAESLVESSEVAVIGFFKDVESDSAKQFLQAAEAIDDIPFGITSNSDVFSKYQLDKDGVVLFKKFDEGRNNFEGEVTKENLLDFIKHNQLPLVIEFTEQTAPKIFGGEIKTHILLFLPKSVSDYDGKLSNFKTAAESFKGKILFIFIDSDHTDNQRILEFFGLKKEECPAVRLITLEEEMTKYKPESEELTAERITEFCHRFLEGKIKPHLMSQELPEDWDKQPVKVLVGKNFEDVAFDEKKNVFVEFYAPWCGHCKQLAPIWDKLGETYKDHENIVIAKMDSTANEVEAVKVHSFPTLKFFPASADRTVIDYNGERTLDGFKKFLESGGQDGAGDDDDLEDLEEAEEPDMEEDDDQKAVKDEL
Cardio protect: modulators protecting cardiomyocytes from myocardial damage | H9c2 cardiomyocytes, H2O2 injury protection, ATPLite, 2 h | protection from H2O2 cell death, % at 20 µM | 360,000 tested, 0.63% active;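 active = compounds giving at least 50% protection of heart cells from peroxide-induced death in the single-dose screen, raw or plate-pattern-corrected value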;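 note: 0% = DMSO wells with peroxide and 100% = DMSO wells without peroxide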
HTR2A ag: agonists of mouse serotonin 5-HT2A receptor (HTR2A); P35363; CHO-K1 mHTR2A beta-arrestin complementation, luminescence; percent of 30 µM serotonin response; activation, % at 7.6 µM; 360,000 tested, 0.66% active; AID 624169;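 active = activation above a run cutoff, the mean activation of all tested compounds plus 3 SD, cut at about 14% in these data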;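 note: 0% = plate median of compound wells and 100% = 30 µM serotonin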
Shn3 inh set2: Schnurri-3 reporter inhibition in Clone20 osteoblasts; inhibition, % at 12.5 µM; Clone20 osteoblast Shn3 3'UTR firefly luciferase, 24 h; 360,000 tested, 0.52% active; AID 588674;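 active = mean inhibition of at least 75% with every replicate also reaching 75%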;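 note: 0% = median of neutral control wells and 100% = pilot-screen positive control compound; some compounds past the cut are filed as inactive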
MITF TRPM1 inh: MITF TRPM1 promoter inhibition in SK-MEL-5 cells; SK-MEL-5 TRPM1 promoter luciferase, 24 h; inhibition, % at 12.5 µM; 330,000 tested, 0.83% active;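 active = mean inhibition across replicates of 60% or more, whatever share of single replicates reaches that level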; note: values of inactives mirror those of a sister screen read the other way
hiPSC survival: hiPSC single-cell survival enhancement; ATPlite luminescence; 100% = ROCK inhibitor wells, 0% = DMSO; survival enhancement, % at 20 µM; 360,000 tested, 0.044% active; in the data active = survival enhancement above about 18%;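 note: cells exposed to compounds for 16 hours before the ATP read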
Peg3 promoter: reduces Peg3 promoter-driven luciferase expression in HeLa. HeLa PEG-Prom luciferase reporter, luminescence, overnight. inhibition, % at 20 µM. 360,000 tested, 1.7% active;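 active = inhibition of at least 50% at 20 µM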
Numbers without * were called inactive; / = not tested or not shown.

1) Cc1cc(C)cc(N(CC(=O)N2CCC(C)CC2)S(=O)(=O)c2ccccc2)c1
2) CN(C)S(=O)(=O)c1ccc(C(=O)NNC(=O)C2COc3ccccc3O2)cc1 (stereo unspecified)
3) CCS(=O)(=O)N1CCC(C(=O)OCC(=O)c2ccc(Br)cc2)CC1
4) O=C(c1ccccc1)c1ccc(OCC(O)CN2CCN(Cc3ccccc3)CC2)cc1 (stereo unspecified)
5) Cc1onc(-c2ccccc2Cl)c1C(=O)NCc1ccccc1
6) O=C(OCC(=O)N1CCC(Cc2ccccc2)CC1)c1ccccc1O
7) CCOC(=O)N1CCN(C(=O)Nc2ccc3oc(C)nc3c2)CC1
8) CCOc1ccc(-n2c(SCC(=O)NCc3ccco3)nc3ccccc3c2=O)cc1

entry no.,1,2,3,4,5,6,7,8
NR2E3 ag-1,4,8,-25,-10,-6,-28,-26,-11
CaV13 FRET inh,-3,-5,-4,-3,-9,-5,-7,-20
HIF-2a inh,22,2,15,5,3,-26,2,13
NR2E3 ag-2,5,-1,5,0,-1,/,-3,1
PDI inh,-2,5,-9,-1,6,8,-1,0
Cardio protect,4,6,-3,-5,6,-7,2,19
HTR2A ag,0,2,-3,-1,-2,-3,4,3
Shn3 inh set2,-3,-1,2,32,12,-48,5,9
MITF TRPM1 inh,-1,7,3,7,9,-87,11,10
hiPSC survival,1.2,-0.6,-1.2,0.8,-0.7,1.1,0.0,5.3
Peg3 promoter,22,13,8,12,3,-210,15,22

9) Cc1cccc2cc(C(c3nnnn3Cc3ccccc3)N3CCN(C)CC3)c(=O)[nH]c12 (stereo unspecified)
10) O=Nc1c(O)ccc2cc(S(=O)(=O)O)ccc12
11) CCCCNC(=O)CSc1nc2ccc(N3CCOCC3)cc2c(=O)n1Cc1ccc(OC)cc1
12) Cc1cc(C)c(NC(=O)CS(=O)CC(=O)N2CCN(c3cccc(C)c3C)CC2)c(C)c1 (stereo unspecified)
13) C[N+](C)(C)CCNC(=O)c1c(O)c2c([nH]c1=O)CCCC2
14) CC(=O)N(CCc1ccccc1)Cc1cc2ccc(C)c(C)c2[nH]c1=O
15) C/C(CS(=O)(=O)c1ccc(Cl)c(Cl)c1)=N/NC(N)=S
16) NNC(=O)c1sc2cc(C(F)(F)F)cnc2c1-c1ccccn1

entry no.,9,10,11,12,13,14,15,16
NR2E3 ag-1,-17,-30,-83,-4,-26,0,-3,-31
CaV13 FRET inh,/,/,-7,-2,/,-6,-8,-3
HIF-2a inh,4,76*,-158,1,5,5,5,11
NR2E3 ag-2,-2,/,/,0,2,0,0,-6
PDI inh,3,-6,-12,-5,-8,3,5,13
Cardio protect,-1,1,-7,-3,8,3,-2,3
HTR2A ag,-3,3,-1,6,-2,-7,-1,1
Shn3 inh set2,-11,-1,-12,6,10,1,-42,13
MITF TRPM1 inh,0,-5,-46,13,3,3,-8,-3
hiPSC survival,-1.5,-1.1,0.3,0.7,0.5,0.2,-0.9,-0.2
Peg3 promoter,4,62*,-171,1,15,21,9,11

17) CC(=O)Nc1c(NC(C)(C)C)c2ccccc2oc1=O
18) CC(NS(=O)(=O)c1ccc(Br)cc1)C(=O)NC1CCCCCC1 (stereo unspecified)
19) COc1ccccc1NC(=O)c1ccc2c(c1)C(=O)N(c1ccccc1OC)C2=O
20) Cc1ccc(C)c(-c2csc(N/N=C/c3ccco3)n2)c1
21) Clc1ccc(Br)c(-c2nc3ccccc3[nH]2)c1
22) CC1(C)Cc2ccccc2C(COc2ccccc2)=N1
23) O=C(C[C@H]1C[C@H](C(=O)N2CCOCC2)[C@@]2(CCC3CCCC3)c3[nH]c4ccc(Cl)cc4c3CCN2C1=O)NCC12CC3CC(CC(C3)C1)C2
24) Cc1cc(C)c(C(=O)N(C)CC2CCCN(CCc3ccccc3F)C2)o1 (stereo unspecified)

entry no.,17,18,19,20,21,22,23,24
NR2E3 ag-1,-17,-14,2,-32,0,15,-19,-19
CaV13 FRET inh,-2,-3,-20,-6,-7,-2,-6,-5
HIF-2a inh,11,25,19,-120,-3,16,-18,10
NR2E3 ag-2,2,/,3,3,/,/,/,0
PDI inh,-1,3,-4,15,-15,0,-12,-61
Cardio protect,5,-4,1,-10,-5,6,-14,-1
HTR2A ag,1,6,10,0,4,12,11,-11
Shn3 inh set2,3,7,-9,-13,-19,-1,35,-14
MITF TRPM1 inh,6,2,-9,0,/,9,52,5
hiPSC survival,-1.2,-0.4,-0.4,-0.4,-1.4,-0.3,-2.2,0.4
Peg3 promoter,-1,8,-2,-58,-8,13,27,3

25) O=S(=O)(Nc1cccc(-c2ccc(N3CCOCC3)nn2)c1)c1ccc(Cl)c(Cl)c1
26) CCCc1cc(C(=O)Nc2ccc(CC)cc2)no1
27) CCC(=O)Nc1ccc(OCc2nnc3c4ccccc4c(C)nn23)cc1
28) OC(c1ccccc1)(c1ccccc1)c1ncc[nH]1
29) O=C(O)c1ccc(-c2ccc(/C=c3/sc4nc5ccccc5n4c3=O)o2)cc1Cl
30) CCCCC/C=C/C1=CC(=O)C[C@H](c2ccc(OC)c(OC)c2)C1
31) Cc1c(C(=O)N(C)c2ccccc2)oc2c1C(O)CC(C)(C)C2 (stereo unspecified)
32) O=C(COC(=O)C1CC2C=CC1C2)Nc1ccccc1[N+](=O)[O-] (stereo unspecified)

entry no.,25,26,27,28,29,30,31,32
NR2E3 ag-1,-31,-62,-5,-3,-22,19,-20,-22
CaV13 FRET inh,-6,-3,-7,-10,-5,-6,-2,-5
HIF-2a inh,-155,-220,7,5,-29,-19,-1,-74
NR2E3 ag-2,2,3,0,-5,9,1,0,/
PDI inh,11,-8,-2,-1,-13,-3,2,-4
Cardio protect,-5,-3,6,2,9,-14,-3,-7
HTR2A ag,-3,-1,-1,2,-6,7,3,3
Shn3 inh set2,-20,-46,9,8,5,5,-6,-46
MITF TRPM1 inh,-31,-149,-7,-6,-13,-1,-1,/
hiPSC survival,1.0,0.9,0.0,3.9,0.0,0.7,1.5,-0.6
Peg3 promoter,-162,-447,10,2,-1,-22,6,-63

The final four records of the part above come first, to join the parts:
29) O=C(O)c1ccc(-c2ccc(/C=c3/sc4nc5ccccc5n4c3=O)o2)cc1Cl
30) CCCCC/C=C/C1=CC(=O)C[C@H](c2ccc(OC)c(OC)c2)C1
31) Cc1c(C(=O)N(C)c2ccccc2)oc2c1C(O)CC(C)(C)C2 (stereo unspecified)
32) O=C(COC(=O)C1CC2C=CC1C2)Nc1ccccc1[N+](=O)[O-] (stereo unspecified)
33) NCCCCc1cn(CC(=O)N2CCNCC2)nn1
34) CCOC(=O)C1(Cc2cccc(F)c2)CCN(Cc2cnn(CC)c2)CC1
35) Cc1cccc(OCCCn2ccnc2)c1
36) CCN(CC)CCCNC1=C(Cl)C(=O)c2ccccc2C1=O
37) CCc1nc2ccc(C(=O)NCCCn3ccnc3)cn2c1N(C)CCC(C)C
38) Cc1cc(C)c2cc(CNC3CCCC3)c(Cl)nc2c1
39) Cc1cccc(C(=O)N[C@H](C(=O)Nc2ncc(C)s2)C(C)C)c1
40) Cc1cccc(NC(=O)COC(=O)c2ccc(C)c(S(=O)(=O)N3CCCCC3)c2)c1

entry no.,29,30,31,32,33,34,35,36,37,38,39,40
NR2E3 ag-1,-22,19,-20,-22,4,2,-8,3,7,14,85*,10
CaV13 FRET inh,-5,-6,-2,-5,-12,-5,-6,-4,-7,-7,-19,-2
HIF-2a inh,-29,-19,-1,-74,1,11,-27,84*,23,-12,-3,2
NR2E3 ag-2,9,1,0,/,0,1,-3,-1,/,2,1,1
PDI inh,-13,-3,2,-4,4,6,2,8,5,-4,-1,6
Cardio protect,9,-14,-3,-7,9,5,-4,-21,-2,-7,-2,-7
HTR2A ag,-6,7,3,3,-4,-1,4,4,-11,-2,4,-8
Shn3 inh set2,5,5,-6,-46,-4,24,12,24,26,9,-10,22
MITF TRPM1 inh,-13,-1,-1,/,-9,7,2,110*,/,-13,-9,1
hiPSC survival,0.0,0.7,1.5,-0.6,2.1,0.1,1.5,-0.7,16,-0.8,-0.2,7.2
Peg3 promoter,-1,-22,6,-63,7,8,8,18,10,7,60*,19

Two successive entries from above:
37) CCc1nc2ccc(C(=O)NCCCn3ccnc3)cn2c1N(C)CCC(C)C
38) Cc1cc(C)c2cc(CNC3CCCC3)c(Cl)nc2c1

entry no.,37,38
NR2E3 ag-1,7,14
CaV13 FRET inh,-7,-7
HIF-2a inh,23,-12
NR2E3 ag-2,/,2
PDI inh,5,-4
Cardio protect,-2,-7
HTR2A ag,-11,-2
Shn3 inh set2,26,9
MITF TRPM1 inh,/,-13
hiPSC survival,16,-0.8
Peg3 promoter,10,7

The listing continues.
41) CC1(C)CC(=Cc2ccccc2[N+](=O)[O-])C(=O)c2ccccc21
42) NC(=O)C1CCCN(Cc2ccc3ccccc3c2)C1 (stereo unspecified)
43) Cc1ccc(N(C)C(=O)CCS(=O)(=O)c2cc3c(cc2Cl)NC(=O)CO3)cc1
44) O=C(COc1ccccc1)NNC(=O)c1cc2ccccc2oc1=O
45) CCC(C)c1ccccc1N1CC(C(=O)Nc2ccc(N3CCOCC3)cc2)CC1=O (stereo unspecified)
46) N#Cc1ccccc1NC(=O)COC(=O)/C=C/c1cn(-c2ccccc2)nc1-c1ccc(Cl)cc1
47) COc1cc(-c2n[nH]c(=S)n2-c2ccccc2C(F)(F)F)cc(OC)c1OC
48) O=C(NCCCN1CCOCC1)c1ccco1
49) CCCC(=O)Nc1ccccc1NC(=O)c1ccc(OC(C)=O)cc1
50) CCOC(=O)CCCCCC(=O)Nc1ccc2c(c1)C(=O)N([C@@H](C)CO)C[C@H](C)[C@H](CN(C)S(=O)(=O)c1ccc(OC)cc1)OCCCC[C@H](C)O2
51) COc1cccc(C(=O)Nc2cc3c(cc2Cl)OCCCO3)c1

entry no.,41,42,43,44,45,46,47,48,49,50,51
NR2E3 ag-1,-1,-13,10,-18,-14,1,-27,-16,8,7,-131
CaV13 FRET inh,-6,-2,-6,-5,-5,2,-14,-4,-2,-4,-4
HIF-2a inh,-70,17,9,-42,14,15,4,11,2,-1,-245
NR2E3 ag-2,/,1,4,-2,2,/,-2,3,0,/,0
PDI inh,2,2,/,-3,5,0,3,2,-4,5,-7
Cardio protect,-15,-1,2,-2,1,17,1,-3,12,5,-8
HTR2A ag,-4,-2,-9,4,3,0,6,3,1,5,3
Shn3 inh set2,7,5,45,-21,-1,-40,-18,-9,-17,12,-120
MITF TRPM1 inh,/,0,/,-18,3,25,14,1,0,/,-80
hiPSC survival,-5.3,-0.3,0.8,-1.5,3.9,-0.4,-0.2,-4.9,0.1,0.6,-1.4
Peg3 promoter,-30,3,17,-59,-8,27,12,2,9,2,-289
